Screening data (PubChem)
b-catenin transl: modulators of beta-catenin nuclear translocation, primary screen, imaging, HeLa cells, immunofluorescence, high-content | 190,000 tested, 0.3% active | nuclear translocation activity, % at 5 µM;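 active = nuclear translocation activity above 50% at 5 µM, with a well cell count of 50 or more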;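 also: per-cell ratio of nuclear to cytoplasmic median beta-catenin stain intensity; plate controls were DMSO negative control for no effect and GSK-3 inhibitor IX positive control for full effect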
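Signal – beta-catenin immunofluorescence imaging with DAPI · Test system – human HeLa cell line · Dosing – 5 µM primary single dose, 0.1% DMSO, 0.02–20 µM confirmation series · Measure – % activation, nuclear-to-cytoplasmic median beta-catenin signal ratio per cell · Incubation – 24 h compound exposure at 37°C, 5% CO2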
TNAP activation fold: human TNAP enzyme activators, primary screen, biochemical, luminescent, no phosphate acceptor, uHTS (AID 1001) | Alkaline phosphatase, tissue-nonspecific isozyme (Homo sapiens) | purified TNAP, luminescent activation assay, no phosphate acceptor; higher activation fold means a stronger effect | one-dose activation fold at 20 µM; EC50 in µM for titrated hits | 200,000 tested, 0.03% active; in the data active = activation fold from about 3, or a potency from the dose series; inactive = the rest, 99 in 100 with activation fold below about 1.6; also: many of its hits are not listed in these tables
Autophagy HCS: autophagy modulators in MEF cells, primary screen, imaging, high-content, MEF GFP-LC3; MEF GFP-LC3 puncta imaging; test concentration mostly 10 µM; AID 463193, 2010; calls only at 10 µM (by protocol); 190,000 tested, 0.98% active;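 active = percentage of spot-positive cells more than 3 SD above its plate mean, without a fluorescence outlier flag or 80% toxicity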;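 also: spot-positive cell cutoff set from DMSO-treated cells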
human PMI inhibitors: human PMI inhibitors, high substrate, primary screen, biochemical, fluorescence intensity, high mannose 6-phosphate (AID 1220) | Mannose-6-phosphate isomerase (Homo sapiens) | 190,000 tested, 0.66% active | recombinant PMI enzyme, coupled fluorescence intensity; higher % means a stronger effect | inhibition, % at 20 µM, or IC50 in µM where a hit was titrated
Ins promoter up: insulin promoter activators in MIN6 cells, imaging, high-content screening, mouse beta cells; z-score at 5 µM; AID 1625, 2009; 190,000 tested, 0.3% active; MIN6 insulin promoter-GFP reporter; stronger effect = higher value;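 active = z-score above 3 at 5 µM with at least 500 cells counted in the well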
MT stabilizer: microtubule stabilizers in HeLa cells, primary screen, imaging, high-content imaging. HeLa tubulin immunostaining HCS, 24 h; share of cells brighter than vehicle mean+2SD. % tubulin-high responders, % at 10 µM. 200,000 tested, 0.83% active;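 active = plate Z-score above 3 for both tubulin-high and condensed-nucleus cell shares, with cell loss under 80%, at 10 µM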;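 also: anti alpha tubulin signal scored within the nucleus-defined area of each cell; some results filed as inactive read as strong as hits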
Lipid droplet: inhibitors of hepatocyte lipid droplet formation, primary screen, imaging, high-throughput imaging, BODIPY stain; AML12 mouse hepatocytes, oleate lipid droplets; inhibition, % at 6.5 µM; 240,000 tested, 0.4% active;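 active = lipid droplet intensity inhibited by at least 50%, with more than 500 cells counted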
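System: AML12 hepatocytes (mouse). Probe or stimulus: oleic acid at 100 µM to induce lipid droplet formation. Times: overnight treatment with compound plus oleate. Detection: Image-based BODIPY and DAPI two-channel analysis. Evaluation: percent inhibition of filter-corrected integrated lipid droplet intensity per well.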
T cell HTS: modulators of CD8 T cell-vesicle binding, primary screen, mouse 2C CD8+ T cells, flow cytometry; 330,000 tested, 0.068% active; calls only at 7 µM; 2C CD8+ T cell-vesicle binding; stronger effect = lower value;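 active = response, share of CD8 T cells binding vesicles, and their 90th percentile fluorescence all below set limits, cut at about 80% in these data, passing the limit was not always enough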
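Read-out – percent CD8+ FL2 mean versus row control · System – murine 2C transgenic CD8+ T lymphocytes · Times – 1.5 h cell–vesicle binding at 37 °C, then 20 min icy labelling · Control set – naked vesicles low, QL9 vesicles with vehicle high · Detection – cytometric PE anti-B7-1 and Alexa647 anti-CD8 signals after 1% paraformaldehyde fixation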
human PMI inhibition: inhibitors of human PMI, primary screen, biochemical, fluorescence intensity, coupled assay (AID 1209) | purified PMI enzyme, coupled fluorescence intensity; higher % means a stronger effect | one-dose inhibition, % at 20 µM; IC50 in µM for titrated hits | 190,000 tested, 0.42% active | Mannose-6-phosphate isomerase (Homo sapiens);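 also: plate controls were DMSO vehicle for no effect and wells lacking substrate for full effect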
Ins promoter up cell count: recorded beside Ins promoter up, whose call it bears; cell count; measured here: cytotoxicity, nuclei count;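 total cells summed across four imaged fields per well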
Lipid droplet cells 6.5 µM: recorded beside Lipid droplet, whose call it bears; cell count; measured here: cell count, cytotoxicity flag;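 cells counted across two imaged fields per well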
b-catenin transl cell count 5 µM: second read-out of b-catenin transl, no call of its own (marks repeat the call); cell count; measured here: cell count, cytotoxicity flag
T cell HTS vesicle-bound %: recorded beside T cell HTS, whose call it bears; double positive events, %; measured here: CD8+ vesicle-bound cell fraction;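 binding gate set so that unloaded-vesicle control wells show 10% double positive cells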
MT stabilizer Hoechst-high %: also measured in MT stabilizer; calls as there; % Hoechst-high responders; measured here: nuclear condensation Hoechst responders;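 share of cells brighter than vehicle mean plus two SD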
MT stabilizer cytotoxicity %: also measured in MT stabilizer; calls as there; toxicity, %; measured here: cytotoxicity by cell density;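 0% = mean cell density of plate MIN control wells and 100% = no cells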
Autophagy HCS cell loss 18 h: recorded beside Autophagy HCS, whose call it bears; toxicity, %; measured here: cell loss, nuclei count;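 cell loss after 18 h compound exposure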
* hit, by the source's call; i = inactive; · = no result given. Rule as the data show it, unless noted: active = inhibition above about 50%; inactive = the rest.

SMILES	b-catenin transl	b-catenin transl cell count 5 µM	TNAP activation fold	Autophagy HCS	Autophagy HCS cell loss 18 h	human PMI inhibitors	Ins promoter up	Ins promoter up cell count	MT stabilizer	MT stabilizer Hoechst-high %	MT stabilizer cytotoxicity %	Lipid droplet	Lipid droplet cells 6.5 µM	T cell HTS	T cell HTS vesicle-bound %	human PMI inhibition
O=c1ccnc(SCCC(F)=C(F)F)[nH]1	-2.6	1031	1	i	0	-18%	0.14	1274	4.8	2.2	6.5	-6	684	i	47	-31%
CCOc1ccc(-n2c(N)c(C(=O)NCc3cccnc3)sc2=S)cc1	-0.7	1408	1.1	i	-6	12%	1.4	1437	2.3	1.8	5.5	·	·	i	24	8%
N/C(Cc1ccc([N+](=O)[O-])cc1)=N\OC(=O)C(c1ccccc1)c1ccccc1	12	1294	0.9	i	8	15%	-0.07	1402	2.4	0.7	1.8	·	·	i	20	14%
CC1(C)CCC(C)(C)NC(=S)N1	-3.8	531	1.1	i	-18	-8%	0.13	1327	3.1	2.9	11	-2	652	i	38	-13%
Cc1cc(=O)n2c(-c3ccccc3C)n[nH]c2n1	-5.7	1197	0.9	i	-3	1%	-0.13	1306	4.9	2.7	4.6	3	720	i	31	7%
Cc1ccc(S(=O)(=O)N2CC(=NO)C2)cc1	-6.7	1005	1	i	7	9%	0.18	1206	5.1	3.5	9.1	·	·	i	35	8%
CNC(=O)c1cc2ccc(OC)cc2oc1=O	·	·	1.1	i	-4	8%	0.31	1342	1.8	1.5	1.6	0	672	i	1	6%
C/C(=N/NC(=O)c1ccc(C)s1)c1cccc(NC(=O)COc2ccc(Cl)cc2C)c1	-1.7	1400	1	i	-19	3%	-0.15	1744	3.0	2.4	5.5	·	·	i	40	3%
CC1=C/C(=N\NC(=S)Nc2cccnc2)CC(C)(C)C1	0.5	1190	1.2	i	8	26%	-1.6	894	2.9	3.9	0.9	-54	614	·	·	16%
Cc1cccc(C)c1NC1=NCCCCC1	-4.4	1028	1.1	i	5	-10%	-0.25	1306	4.6	3.1	7.1	14	713	i	55	-10%
O=C(CN1CCCC1)NN=C(c1ccccc1)c1ccccc1	0.0	886	1.1	i	6	-4%	-0.93	1366	3.6	1.8	1.1	24	657	i	42	0%
Cn1c(CSCc2ccc(F)cc2)nnc1SCC(=O)Nc1nccs1	0.0	1184	1.1	i	-2	16%	-0.85	1299	4.3	3.2	7.8	-5	873	i	32	9%
C/C(=N\Nc1ccccn1)c1ccc2c(c1)OCO2	-2.8	1086	1	i	-7	18%	-0.24	1206	2.1	1.4	3.8	1	697	i	27	-3%
COC(=O)/C=c1\sc2ncnn2c1=O	-1.2	1081	0.9	i	2	24%	0.32	1855	3.9	2.5	5.3	4	697	i	48	47%
O=c1nc2ccccc2c2n1CC(CN1CCN(c3ccccc3F)CC1)N2 (stereo not given)	3.2	1265	1	i	-8	6%	-0.04	1602	2.1	1.3	8.8	·	·	i	22	-1%
O=C(Nc1ccc2oc(-c3ccc(Cl)c(Cl)c3)nc2c1)c1ncn[nH]1	·	·	1.9	i	-4	-14%	1.8	863	5.9	3.9	2.0	28	816	i	34	-15%
COc1ccc(N2C(S)=C(C#N)C(=O)NC2c2ccco2)cc1 (stereo not given)	·	·	1.1	i	6	-19%	0.8	1440	2.8	3.6	5.5	0	700	i	35	-24%
Cc1ccc(C(=O)C(C)Oc2cccc(NC(=O)c3ccco3)c2)cc1 (stereo not given)	0.5	1017	1.1	i	-2	5%	·	·	4.3	2.7	6.6	-12	716	i	35	-2%
c1cc(CNCCCN2CCOCC2)ccn1	-0.6	1335	1	i	-1	34%	-0.97	1645	4.2	1.8	5.4	·	·	i	51	-8%
Cc1ccc(NC(=O)CSc2nnc(-c3cccnc3)n2CCN2CCCCC2)cc1	-0.9	545	1	i	-4	2%	0.03	1266	2.4	3.0	5.8	26	668	i	47	-10%

Continued; the last two above are carried over.
SMILES	b-catenin transl	b-catenin transl cell count 5 µM	TNAP activation fold	Autophagy HCS	Autophagy HCS cell loss 18 h	human PMI inhibitors	Ins promoter up	Ins promoter up cell count	MT stabilizer	MT stabilizer Hoechst-high %	MT stabilizer cytotoxicity %	Lipid droplet	Lipid droplet cells 6.5 µM	T cell HTS	T cell HTS vesicle-bound %	human PMI inhibition
c1cc(CNCCCN2CCOCC2)ccn1	-0.6	1335	1	i	-1	34%	-0.97	1645	4.2	1.8	5.4	·	·	i	51	-8%
Cc1ccc(NC(=O)CSc2nnc(-c3cccnc3)n2CCN2CCCCC2)cc1	-0.9	545	1	i	-4	2%	0.03	1266	2.4	3.0	5.8	26	668	i	47	-10%
O=C(Nc1ccccc1)c1cccnc1NCCc1ccccc1	1.0	1066	1.2	i	17	0%	-0.56	1352	5.0	3.0	9.2	1	572	i	28	4%
COc1ccc(-c2cc(N3C(=O)Nc4ccccc4N3O)n[nH]2)cc1OC	-1.4	1125	1	i	1	-15%	-0.07	1445	2.8	4.1	6.1	-2	658	i	46	-8%
S=C(Nc1ccccc1)Nc1ccc(Br)cc1	-2.0	1116	·	·	·	·	0.27	1450	·	·	·	6	745	i	34	·
O=C(COC(=O)Cc1ccccc1[N+](=O)[O-])NCc1ccc(Cl)cc1	-0.3	1058	1	i	13	-3%	0.35	1483	2.4	2.2	4.9	-1	680	i	42	4%
COc1ccc(C2C(C(=O)Nc3ccccn3)=C(C)Nc3ncnn32)c(OC)c1 (stereo not given)	-2.8	1147	1.2	·	·	8%	0.56	1229	4.6	1.2	3.8	-3	647	i	44	6%
CC[N+](C)(CC)CC(=O)OCC1C(C)C=C(C)CC1C (stereo not given)	-0.2	1291	·	·	·	·	0.08	939	·	·	·	1	705	i	28	·
COc1ccc(C(=O)NCC(=O)OCc2ccccc2F)cc1	-3.0	1023	1.1	i	2	12%	0.09	1554	4.7	2.8	11	-6	596	i	5	9%
Fc1ccc(COc2ccccc2CNCc2ccncc2)cc1	1.3	1042	1.1	i	-2	-21%	-0.2	1284	2.1	1.1	5.9	-6	722	i	10	-15%
COc1ccc([N+](=O)[O-])cc1NC(=O)C(C)OC(=O)c1ccccn1 (stereo not given)	-0.1	1169	1.2	i	43	-1%	0.66	1306	4.2	2.0	8.7	-4	681	i	52	1%
CN1CCN(c2nc(Nc3cccc(C(F)(F)F)c3)nc(N3CCOCC3)n2)CC1	·	·	1	i	-10	-1%	-1.3	1030	3.4	2.2	9.9	6	702	i	56	9%
Cc1ccc(NC(=O)CN2C(=O)S/C(=C\c3cc(C)n(-c4cccc(C(=O)O)c4)c3C)C2=O)cc1	1.2	942	1	i	17	20%	2.5	1385	2.7	2.1	3.2	-2	715	i	48	9%
CCOC(=O)C(C(=O)NCc1ccc(C)cc1)c1ncc(C(F)(F)F)cc1Cl (stereo not given)	-1.3	1310	1.1	i	0	1%	-0.18	1696	1.5	1.5	5.7	·	·	i	39	3%
O=C1CC(N2CCc3ccccc32)C(=O)N1c1ccccc1 (stereo not given)	0.6	1310	·	·	·	·	-0.57	1013	·	·	·	-13	707	i	46	·
CCOC(=O)CSc1nnc(CNC(=O)c2cccs2)n1Cc1ccccc1	0.0	806	1.2	i	-23	-4%	0.13	1181	1.8	1.6	6.5	·	·	i	61	3%
Cc1ccccc1NC(=O)COC(=O)CCSc1ccccc1	-2.6	1033	1	i	23	4%	1.7	1133	3.6	2.4	4.9	-2	657	i	20	6%
CCOc1ccccc1/C=N/NC(=O)CSc1n[nH]c(=O)[nH]c1=O	-3.7	1082	1.1	i	16	-1%	0.91	1527	0.8	1.6	4.1	-4	673	i	51	-3%
Cc1cc(C(=O)Nc2ccc(Cl)cc2)c(C)n1Cc1cccs1	1.2	1057	·	·	·	·	-0.03	1464	·	·	·	-4	776	i	54	·
CCC1CCC2(CC1)NC(=O)N(CC(=O)c1c(C)[nH]c3ccccc13)C2=O (stereo not given)	-1.8	1094	0.9	i	10	-3%	-0.17	1400	5.6	2.4	9.2	-36	564	i	32	7%
CCOC(=O)c1sc(NC(=O)c2ccc(S(=O)(=O)N(C)C)cc2)nc1C	-3.6	1268	1	i	4	-12%	-0.55	828	3.9	4.0	2.4	3	784	i	46	-6%
C/C(=N\Nc1cccc2cccnc12)c1ccc(N)cc1	-5.1	1077	1.2	i	15	-12%	-0.82	1529	2.1	1.9	9.7	6	659	i	3	-39%
O=C(COc1ccccc1CNCc1ccccc1)Nc1ccccc1	-19	1135	1.1	i	5	-3%	·	·	2.2	1.6	5.4	-3	733	i	55	0%
COc1ccc(C(=O)N2CCCC2)cc1S(=O)(=O)N1CCOCC1	3.0	1204	1.1	i	2	-4%	-0.18	1045	4.0	2.0	2.3	0	750	i	24	4%
CC(C)CNC(=O)NC(=O)COC(=O)c1cc([N+](=O)[O-])ccc1NCc1ccccc1Cl	1.1	1437	1.1	i	14	10%	-0.11	1451	2.2	2.2	8.8	8	739	i	62	15%
CCOc1ccc(-c2c(C(=O)N/N=C/c3ccc(C)cc3)nnn2-c2nonc2N)cc1	-1.1	1372	·	·	·	·	0.25	1074	·	·	·	-1	709	i	11	·
CCNC(=S)Nc1c(C)n(C)n(-c2ccccc2)c1=O	-0.9	1038	1.1	i	1	8%	-0.07	1409	1.5	1.0	7.8	3	640	i	15	14%
